Screening data: PubChem BioAssay, several laboratories
BioA inh – BioA (M. tuberculosis) enzyme inhibition; inhibition, % at 9.99 µM; purified M. tuberculosis BioA enzyme, plate reader; actives 0.096% (n = 360,000); AID 602481; in the data active means inhibition above about 40%; inconclusive means no clear call, values can overlap the other calls
MazF activator – activators of E. coli MazEF toxin-antitoxin RNase; FAM/BHQ RNA-DNA oligo cleavage fluorescence, 5 h; activation, % at 20 µM; actives 0.32% (n = 350,000); AID 504720; P0AE70; in the data active means activation above about 50%
Target sequence (P0AE70 whole entry, looked up): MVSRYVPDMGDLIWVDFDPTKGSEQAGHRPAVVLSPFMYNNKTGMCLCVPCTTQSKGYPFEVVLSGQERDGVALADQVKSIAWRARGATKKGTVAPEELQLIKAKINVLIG
FBA Mtb inh – inhibits M. tuberculosis FBA enzyme | actives 2.3% (n = 360,000) | inhibition, % at 1 µM | purified M. tuberculosis FBA, fluorescence read-out | P9WQA3; in the data active means inhibition above about 27%;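 further: 0% = vehicle and 100% = reference inhibitor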
Target sequence (P9WQA3 whole entry, looked up): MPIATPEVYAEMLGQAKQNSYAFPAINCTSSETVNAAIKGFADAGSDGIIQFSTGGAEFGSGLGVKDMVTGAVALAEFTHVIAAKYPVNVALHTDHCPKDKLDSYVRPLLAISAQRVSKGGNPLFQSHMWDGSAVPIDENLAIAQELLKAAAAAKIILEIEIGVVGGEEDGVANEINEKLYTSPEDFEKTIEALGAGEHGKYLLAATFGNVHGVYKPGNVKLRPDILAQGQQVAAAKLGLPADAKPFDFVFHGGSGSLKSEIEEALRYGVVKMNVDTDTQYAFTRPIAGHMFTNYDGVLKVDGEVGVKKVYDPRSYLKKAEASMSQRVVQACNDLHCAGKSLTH
GDH-TPI counter – counter-screen for M. tuberculosis FBA inhibitors: GDH-TPI coupled enzymes; AID 588335; GDH-TPI coupled enzyme counterscreen, NADH absorbance; actives 1.2% (n = 360,000); inhibition, % at 4.8 µM;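 further: 0% = DMSO wells and 100% = wells lacking the enzyme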
BoNT-F LC inh – inhibitors of Botulinum neurotoxin F light chain protease | actives 0.22% (n = 360,000) | Multiplex microsphere protease cleavage assay, flow cytometry | inhibition, % at 10 µM; in the data active means inhibition above about 35%, passing the limit was not always enough; inconclusive means no clear call, values can overlap the other calls; further: plate controls were buffer without enzyme for full effect and enzyme alone for no effect
CCHFV vOTU inh – blocks the CCHF virus ovarian tumor domain protease | CCHFV vOTU protease, Pep-AMC fluorescence | actives 0.55% (n = 370,000) | inhibition, % at 11.5 µM; further: 0% = vehicle wells with enzyme and 100% = no enzyme wells
UGM FP inh – inhibitors of M. tuberculosis UDP-galactopyranose mutase. inhibition, % at 10 µM. P9WIQ1. actives 0.06% (n = 320,000). purified UGM, fluorescence polarization probe displacement; in the data active means inhibition above about 10%, passing the limit was not always enough; inconclusive means no clear call, values can overlap the other calls
Target sequence (P9WIQ1 whole entry, looked up): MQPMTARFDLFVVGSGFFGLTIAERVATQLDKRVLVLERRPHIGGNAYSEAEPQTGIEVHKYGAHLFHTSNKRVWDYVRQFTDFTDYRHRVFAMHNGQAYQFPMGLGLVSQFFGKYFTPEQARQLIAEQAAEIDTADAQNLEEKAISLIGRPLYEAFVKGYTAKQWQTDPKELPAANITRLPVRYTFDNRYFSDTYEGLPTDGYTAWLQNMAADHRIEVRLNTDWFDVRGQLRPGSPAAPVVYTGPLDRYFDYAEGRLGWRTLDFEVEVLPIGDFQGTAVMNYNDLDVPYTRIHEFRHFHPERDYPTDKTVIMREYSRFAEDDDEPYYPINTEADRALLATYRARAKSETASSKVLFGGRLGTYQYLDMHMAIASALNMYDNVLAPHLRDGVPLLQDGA
Rv3671c protease – inhibitors of M. tuberculosis serine protease Rv3671c. P9WHR9. inhibition, % at 5.96 µM. actives 0.048% (n = 320,000); in the data active means inhibition above about 38%;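 further: extracellular domain of Rv3671c used as enzyme; 0% = enzyme with DMSO and 100% = no enzyme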
FadD28 binding – blocks FadD28 binding to the bisubstrate probe; fluorescence polarization; inhibition, % at 12.5 µM; actives 0.22% (n = 360,000); AID 588549; in the data active means inhibition above about 8.5%, passing the limit was not always enough; inconclusive means no clear call, values can overlap the other calls
DUSP3 inh – blocks human VHR1 dual specificity phosphatase. recombinant VHR phosphatase, pNPP absorbance. P51452. actives 0.52% (n = 290,000). inhibition, % at 13.3 µM. AID 1654; in the data active means inhibition above about 50%; further: some compounds called inactive have numbers as strong as hits
Target sequence (P51452 whole entry, looked up): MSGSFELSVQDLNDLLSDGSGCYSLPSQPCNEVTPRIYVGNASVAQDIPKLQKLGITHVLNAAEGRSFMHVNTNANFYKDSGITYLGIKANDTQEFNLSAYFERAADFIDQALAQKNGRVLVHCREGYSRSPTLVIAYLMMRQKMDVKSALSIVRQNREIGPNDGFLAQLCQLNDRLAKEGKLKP
* hit, by the source's call; ? = inconclusive; . = not tested or not shown; & = joins results of further samples. Unless noted, no stated cut-off is given here; in the data, active means inhibition above about 30%; inactive means the rest.

Below each SMILES – BioA inh, MazF activator, FBA Mtb inh, GDH-TPI counter, BoNT-F LC inh, CCHFV vOTU inh, UGM FP inh, Rv3671c protease, FadD28 binding, DUSP3 inh
O=C(O)CN1C(=O)/C(=C\c2cn(CC(=O)N3CCOCC3)c3ccccc23)SC1=S
  ., 191*, -5, 11, 5, 25, -22, 6, 1.1, -7
Cc1nc2nc(C)n(-c3ccccc3)c2s1
  -1.4, 0, -3, 4, 6, 5, 1.0, -2, -1.2, 5
CC1CCC(CC(=O)O)(C(=O)O)CC1 (stereo not drawn)
  -1.5, 12, -1, 5, -5, 11, ., ., -0.2, .
CN(C)CCN1C(=O)C2C(C(=O)Nc3cc(Cl)cc(Cl)c3)C3C=CC2(O3)C1C(=O)NC1CCCCC1 (stereo not drawn)
  0.1, 15, 3, 2, -2, -2, 1.6, -2, 0.7, 15
COc1ccc(C)cc1NC(=O)c1ccc(OC(F)F)cc1
  ., -4, 2, 4, -3, 6, 2.1, -17, -2.1, 15
COc1cc(C)nc(NCc2ccccc2)n1
  ., 9, 1, -8, 23, -4, 0.6, -2, -3.5, -11
COc1ccc(NC(=O)Nc2nc(C(N)C3CCCCC3)cs2)cc1 (stereo not drawn)
  -0.8, ., 3, 5, -17, 14, ., ., -0.7, .
Cc1ccsc1C(=O)C1CCCN(Cc2ccccc2O)C1 (stereo not drawn)
  ., 2, -1, 5, 3, -1, -1.6, 5, -2.6, 25
Cc1ccc2nc(SCC(=O)NCc3ccc(S(N)(=O)=O)cc3)[nH]c2c1
  -0.6, 9, -5, 11, ?, -12, 0.9, 3, -2.7, 18
Cc1ccc(-c2nc(C3CCCN(S(=O)(=O)c4ccc(C(C)(C)C)cc4)C3)no2)cc1 (stereo not drawn)
  -0.7, -7, -1, -2, -3, 10, -0.2, 5, -2.6, 29
C(=N\c1nccs1)/Nc1nccs1
  ., -16, 0, -3, 5, 0, 2.0, 6, -4.5, 8
O=C(O)CC1(C(=O)O)CC2C=CC1C2 (stereo not drawn)
  -0.1, 5, -2, -5, -7, -3, ., ., -1.0, .
CC[C@H](C)[C@H]1O[C@]2(CC[C@@H]1C)C[C@@H]1C[C@@H](CC=C(C)[C@@H](O[C@H]3C[C@H](OC)[C@@H](O[C@H]4C[C@H](OC)[C@@H](O)[C@H](C)O4)[C@H](C)O3)[C@@H](C)C=CC=C3CO[C@@H]4[C@H](O)C(C)=C[C@@H](C(=O)O1)[C@]34O)O2
  -0.8, 4, -2, 5, 5, ., 3.5, -6, -1.2, .
Cc1cc(C(=O)N[C@H](c2ccccc2)[C@@]2(C)C[C@@H]2[C@@H](C)C(=O)Nc2ccc3ccccc3c2)no1
  -1.1, -7, -2, -2, -4, -8, -1.0, -11, -1.2, 24
O=C(NC1CCCCC1)C1c2ccccc2C(=O)N1Cc1ccc2c(c1)OCO2 (stereo not drawn)
  ., -4, 0, 11, -2, -8, -0.2, 5, -4.0, 24
C=C1CCN([C@@H](CC(C)C)C(=O)NCc2ccco2)S(=O)(=O)c2ccccc21
  0.0, 1, -2, 2, -6, 6, 2.7, -4, -1.4, .
CCOc1ccc(CCNC(=O)COC(=O)/C=C/c2cccc(OC)c2)cc1OCC
  -0.9, -1, 5, 1, -1, -4, -3.6, -1, -0.9, .
Cc1ccc(C(=O)NC2CCCN(c3ccc(C(F)(F)F)cn3)C2)cn1 (stereo not drawn)
  1.7, 4, 3, 0, 5, 12, -0.3, -2, -3.0, 32
COc1cc(CNC(=O)C2CCCC2)cc(OC)c1OC
  0.7, 8, -1, -3, -7, -6, 1.4, -14, -1.6, 31
CCOc1ccc(NC(=O)CCC(=O)c2ccc(Br)cc2)cc1
  0.2, 5, -4, 0, 16, -9, 0.0, 7, -3.0, 1
COC(=O)C1CN(S(=O)(=O)c2ccc(NC(C)=O)cc2)CCS1 (stereo not drawn)
  -0.3, 9, 4, -5, -3, 14, -1.8, 12, 1.6, 22
O=C(CC1OCC2CCCN2C1=O)Nc1ccc([N+](=O)[O-])cc1 (stereo not drawn)
  ., 6, -2, 6, -9, 7, -2.3, -14, ., 7
COc1ccc(N2CC(C(=O)NC3=NCCS3)CC2=O)cc1 (stereo not drawn)
  -0.6, 9, 5, -1, -9, -12, -1.0, -4, -0.4, 30
COc1ccc2c(C=O)cn(C)c2c1
  -3.0, 5, 2, -7, -4, 0, -2.6, 3, -1.7, 25
CC(=O)c1cccc(-c2ccnc3c2CC(C(=O)Nc2ccc(C(C)C)cc2)O3)c1 (stereo not drawn)
  -1.2, ., 0, 11, -26, 9, ., ., -2.1, .
Cc1n[nH]c(C)c1SCC(=O)Nc1ccc(F)cc1
  ., 4, 0, 15, 1, 0, 1.1, -3, 1.2, 35
COc1cc2cnc(CCO[C@H]3CCCCO3)cc2cc1OC
  -0.9, 14, 5, 10, -2, 10, 4.3, 4, -1.3, .
Nc1nc(Nc2ccccc2)nc2ccccc12
  0.2, 6, -1, 10, -1, 7, -3.2, 9, -2.2, 10
CCOC(=O)/C(C#N)=C/c1ccc(OC)c(OC)c1
  0.2, 2, 1, 26, -21, 13, 0.1, 9, 2.7, 8
COc1cc(CCCN2C(=O)C(=O)NC[C@@H]2c2ccccc2)cc(OC)c1OC
  1.5, 4, -1, -1, -2, -78, 0.9, 1, -4.7, 11
O=C(NNC1=NS(=O)(=O)c2ccccc21)c1cccc([N+](=O)[O-])c1
  2.0, 7, -1, 16, 11, -1, -2.3, -2, -2.9, 1
O=C(CN1C(=O)COc2ccccc21)NNC(=O)Nc1ccccc1F
  0.0, -4, 1, -5, 6, -19, 1.8, 7, -1.3, 8
CC(=NNC(=O)c1ccncc1)c1ccc(Cl)c(Cl)c1
  -0.7, 5, -1, 1, -9, 5, ., ., -3.8, .
CCCCNC(=O)c1ccccc1NC(=O)CCC
  ., -5, 4, 9, -8, 7, 1.1, 5, 0.6, 29
Cc1ccc(C(=O)NCc2ccc(Cl)cc2)cc1S(=O)(=O)N1CCCCC1
  2.3, 1, 5, 11, -7, 11, -2.0, 0, -0.3, .
N#CC1(NC(=O)COc2ccccc2[N+](=O)[O-])CCCCC1
  0.1, -4, -2, 1, -4, 5, -1.5, 5, -0.9, .
Clc1ccc(Cc2ccccc2)nn1
  0.4, 5, -4, -6, -4, -5, 0.5, -2, -4.5, 24
CCOc1ccc(N(C(=O)CNC(=O)c2ccco2)C(C(=O)NC2CCCC2)c2cccnc2)cc1 (stereo not drawn)
  -1.1, -19, 0, 2, 4, 10, 0.6, -1, -2.4, 12
CCN(C(=O)Cn1c(=O)oc2ccccc21)c1cccc(C(F)(F)F)c1
  18, -1, -8, -3, -6, 9, -1.4, -2, -3.4, 31
CCOc1ccc2nc3sc(C(=O)N4CCN(C)CC4)c(N)c3cc2c1
  1.3, 3, 8, -1, -6, -6, 2.0, -9, -1.7, -12
Cc1nnsc1C(=O)N1CCC(C(=O)c2ccccc2)CC1
  ., 3, 3, 11, 1, -11, 0.0, -1, -0.2, 32
CCNC(=O)C1CCCN(C(=O)c2cccc(OC(F)(F)F)c2)CC1 (stereo not drawn)
  -1.7, ., 0, 4, -5, 0, ., ., -3.9, .
CC(C)c1ccc(C(=O)OCC(=O)NC2CCCC2)cc1
  -1.5, -3, 0, 6, -11, 4, 1.4, -5, -0.5, -20
COc1ccc(NC(=O)CN(C)S(=O)(=O)c2cnc[nH]2)cc1
  5.8, 6, 6, 11, -4, -12, 4.5, -2, -1.2, 2
Cc1cc(C)n(-c2nc3ccccc3c(=O)n2OC2CCCCC2)n1
  -2.5, 1, 1, 18, -14, 24, 0.1, -1, -2.2, 22

Compounds listed so far that contain a thiophene ring, fused or not (2):
Below each SMILES – BioA inh, MazF activator, FBA Mtb inh, GDH-TPI counter, BoNT-F LC inh, CCHFV vOTU inh, UGM FP inh, Rv3671c protease, FadD28 binding, DUSP3 inh
Cc1ccsc1C(=O)C1CCCN(Cc2ccccc2O)C1 (stereo not drawn)
  ., 2, -1, 5, 3, -1, -1.6, 5, -2.6, 25
CCOc1ccc2nc3sc(C(=O)N4CCN(C)CC4)c(N)c3cc2c1
  1.3, 3, 8, -1, -6, -6, 2.0, -9, -1.7, -12

More entries:
Below each SMILES – BioA inh, MazF activator, FBA Mtb inh, GDH-TPI counter, BoNT-F LC inh, CCHFV vOTU inh, UGM FP inh, Rv3671c protease, FadD28 binding, DUSP3 inh
Nc1ncnc(N2CCOCC2)c1N
  -1.2, -4, -1, 0, 0, -8, 4.5, -3, -1.3, 36
CC(C)=NOC(=O)c1ccc(-c2ccccc2)cc1
  -1.9, -7, -2, 1, -1, -20, 0.0, 3, 0.4, -2
Cc1c(-c2nnnn2-c2ccc(F)cc2)cnc2cc3c(cc12)OCO3
  8.6, 7, 2, 7, -10, -3, 0.8, -3, 0.4, 17
O=[N+]([O-])c1ccc(N2CCN(S(=O)(=O)c3ccccc3)CC2)cc1NCC1CCCO1 (stereo not drawn)
  -0.7, 1, -4, 8, -4, 6, -0.3, 2, -1.1, 16
COc1ccccc1-c1csc(C(C)(O)c2ccccc2)n1 (stereo not drawn)
  0.6, ., -1, -6, 0, 9, ., ., -4.4, .
O=C(CSc1n[nH]c(=O)n1-c1cccnc1)Nc1ccccc1
  -0.4, 6, 5, -5, 4, 10, -1.0, 2, -1.2, -9
O=C(COC(=O)c1ccc(O)cc1)NC(=O)NCc1ccccc1
  -0.2, 3, 2, 7, -5, 3, -3.3, -4, -2.7, .
O=C(NCCC(=O)N1CCC2(CC1)NCCc1[nH]cnc12)c1cccc(C(F)(F)F)c1
  0.4, -1, 2, -7, 10, 3, 0.2, 7, -1.4, -14
O=C(CSc1ncccn1)N/N=C/c1ccc2c(c1)OCO2
  3.4, 1, -1, -3, 4, 0, -4.6, 0, 0.0, 4
CC(C)(C)OC(=O)N1CCC(c2c(C(=O)N3CCN(C(=O)c4ccco4)CC3)cnn2-c2ccc(F)cc2F)CC1
  -0.6, 7, -2, -9, -2, 20, 2.8, -1, -3.7, 1
OCC[C@@H]1C[C@H](O)[C@@H](O)[C@@]2(CCCc3ccccc3O2)O1
  -2.1, -5, 2, 5, -2, -5, 1.8, 1, -2.8, 25
CC(Oc1ccccc1)C(=O)NC1=NCCS1 (stereo not drawn)
  ., -15, 1, 2, -2, -2, 0.9, -3, -1.7, 6
NS(=O)(=O)c1ccc(NC(=S)NC(=O)c2ccco2)cc1
  0.4, -4, 4, 11, -6, 1, -7.5, -3, 0.6, -14&-5
Nn1c(SCC(=O)NC(=O)NC2CCCC2)nnc1-c1ccccc1F
  3.9, 2, 0, 6, -2, 2, 0.5, 7, -3.2, 8
COc1ccc(S(=O)(=O)N2CCOCC2)cc1NC(=O)c1ccncc1
  -1.1, 6, -2, 11, 4, 11, -2.1, 4, ., .
O=C(CN1CCN(Cc2ccccc2)CC1)N/N=C/C=C/c1ccccc1[N+](=O)[O-]
  ., 5, -3, 12, 0, 2, -0.9, -2, -0.1, -2
O=C(O)c1ccc(CNCc2cccc(Cl)c2Cl)cc1
  -4.4, -13, 4, 13, -5, -4, ., -3, -1.2, 13
CCCN(CCC)CC(O)Cn1cc(/C=C/C(=O)c2cccs2)c2ccccc21 (stereo not drawn)
  ., -105, -6, 11, 1, 0, -1.2, -7, -4.2, 7
O=c1cc(O)c2c(=O)n(-c3ccccc3)c3c(c2o1)CCCCC3
  0.3, 4, 2, 32*, 13, -20, ., 12, -0.2, -7
Cc1cc(Nc2c(C)n(C)n(-c3ccccc3)c2=O)n2c(nc3ccccc32)c1C#N
  -4.6, 17, 0, -3, 10, 16, -2.2, -2, -2.5, 17
CCOc1ccc(-n2c(SCC(=O)NC3CCS(=O)(=O)C3)nnc2-c2cccnc2)cc1 (stereo not drawn)
  1.3, 4, -1, -16, -8, -13, ., -2, -2.1, 23
Cc1ccc(C(=O)N2CCC3CC2c2cc(-c4ccc5c(c4)OCO5)ccc23)cc1 (stereo not drawn)
  3.1, -6, -2, 10, -5, -1, ., ., -1.7, .
COc1ccc(C)cc1NC(=O)CN1CCN(S(=O)(=O)c2ccc(C(C)C)cc2)CC1
  -0.9, -3, 0, -3, -20, -2, -2.2, -5, 0.2, 2
